Bioassay records (PubChem)
Kir21 inh: blocks the mouse Kir2.1 inward-rectifier potassium channel. HEK293-Kir2.1, FluxOR thallium flux fluorescence; hits give low values. B-score at 10 µM. P35561. AID 1672. 310,000 compounds, 0.85% hits;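 active means fluorescence ratio B-score at or below minus 3 SD of library scores, with starting-brightness B-score within 2 SD, cut at about -4.2 in these data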;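 further: channel flux triggered by added potassium and thallium sulfate stimulus; B-score of peak minus minimum fluorescence over baseline after thallium stimulus; more negative B-score means stronger Kir2.1 block with less thallium influx; some compounds called inactive have numbers as strong as hits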
Target sequence (P35561 whole entry, looked up): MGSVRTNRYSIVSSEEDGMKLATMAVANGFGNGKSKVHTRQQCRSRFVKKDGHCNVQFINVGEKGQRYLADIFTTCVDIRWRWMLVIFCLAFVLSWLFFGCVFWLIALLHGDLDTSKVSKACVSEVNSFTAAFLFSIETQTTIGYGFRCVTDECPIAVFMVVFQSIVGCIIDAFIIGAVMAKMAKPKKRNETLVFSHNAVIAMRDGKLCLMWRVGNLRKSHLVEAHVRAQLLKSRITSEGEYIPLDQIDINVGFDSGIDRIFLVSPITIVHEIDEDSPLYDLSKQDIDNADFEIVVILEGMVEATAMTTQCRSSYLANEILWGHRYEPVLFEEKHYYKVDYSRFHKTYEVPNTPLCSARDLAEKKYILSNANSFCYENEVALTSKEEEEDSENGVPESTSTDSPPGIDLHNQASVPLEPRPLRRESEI
STK33 kinase inh: blocks human STK33 kinase activity | Q9BYT3 | purified STK33, MBP phosphorylation, ADP-Glo luminescence | inhibition, % at 10 µM | 320,000 compounds, 0.073% hits;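 active means inhibition at or above 25%, using the most active replicate where run in duplicate; inactive means inhibition below 25%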
Target sequence (Q9BYT3 whole entry, looked up): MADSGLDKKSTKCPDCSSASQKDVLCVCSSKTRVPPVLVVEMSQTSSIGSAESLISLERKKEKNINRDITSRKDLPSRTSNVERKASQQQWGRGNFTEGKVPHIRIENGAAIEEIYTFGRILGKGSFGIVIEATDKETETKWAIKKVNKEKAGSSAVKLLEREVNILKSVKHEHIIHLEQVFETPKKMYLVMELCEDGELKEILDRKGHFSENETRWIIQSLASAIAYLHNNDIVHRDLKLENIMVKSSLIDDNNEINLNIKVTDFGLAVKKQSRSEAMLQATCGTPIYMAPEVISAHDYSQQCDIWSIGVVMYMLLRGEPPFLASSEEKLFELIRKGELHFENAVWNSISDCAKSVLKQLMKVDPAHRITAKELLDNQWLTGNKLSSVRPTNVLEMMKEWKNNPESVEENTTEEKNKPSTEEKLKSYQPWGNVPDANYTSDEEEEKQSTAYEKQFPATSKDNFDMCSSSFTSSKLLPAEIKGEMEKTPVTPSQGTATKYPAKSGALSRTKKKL
Active calls of the source: *; / = no result given.

SMILES	Kir21 inh	STK33 kinase inh
CCC(C)Oc1cc(-c2ccnc(Nc3cccc(Cl)c3)n2)ccn1 (stereo not given)	0.47	-0.6
CC(=O)OC(C(=O)NCCc1ccccc1)c1cccnc1 (stereo not given)	0.42	-1.3
CC1CCc2c(sc3ncnc(NCCN4CCOCC4)c23)C1 (stereo not given)	1.6	1.3
Cc1c(/C=N/NC(=O)c2cccnc2)cc(C#N)n1C	0.65	-0.8
O=C(NCc1ccc(F)cc1)C(=O)c1cn(CC(=O)N2CCCC2)c2ccccc12	-0.2	0.4
CCOC(=O)N1CCC(NC(=O)c2ccc(CS(=O)(=O)c3c(Cl)cccc3Cl)o2)CC1	1.4	-1.7
O=C(C1CCCCN1S(=O)(=O)c1ccccc1)N1CCN(C(c2ccccc2)c2ccccc2)CC1 (stereo not given)	1.5	-1.2
S=C(NCCCNC(=S)Nc1ccccc1)Nc1ccccc1	-1.3	-0.9
O=C(COc1ccc2ccccc2c1)N1CCN(c2ccccc2)CC1	0.66	1.3
O=C(Nc1ccc(S(=O)(=O)N2CCOCC2)cc1)c1ccc(CN2CCc3ccccc3C2)cc1	-0.48	-0.5
Cc1noc(C)c1NC(=O)N(C)C[C@@H]1Oc2ccc(NC(=O)CCC(F)(F)F)cc2CC(=O)N([C@@H](C)CO)C[C@@H]1C	/	-0.6
COc1ccc(NC(=O)N2CCC(O)(c3cccnc3)CC2)c(OC)c1	0.54	-0.2
CCOc1ccc2oc(C(=O)N(CC)CC(=O)Nc3c(F)cccc3F)c(C)c2c1	-0.85	-1.1
Cc1ccc2[nH]c(O)c(N=NC(=O)c3ccc(NS(=O)(=O)c4cccs4)cc3)c2c1	0.01	0.7
CC(C)c1ccc(NC(=O)NCc2ccc3c(c2)OCO3)cc1	-0.09	-0.4
CCOC(=O)Cn1nnnc1C(CC)N(Cc1cc2ccc(C)cc2[nH]c1=O)C1CCCC1 (stereo not given)	1.7	0.8
Nc1cc(OC(=O)c2ccc(F)cc2)nn1S(=O)(=O)c1ccc(F)cc1	-0.95	-0.9
O=C(CSc1nc2ccccc2c(=O)n1-c1ccccc1)N1CCc2ccccc2C1	-2.6	/
COc1ccc(OC)c2[nH]c(=O)c(CCNC(=O)C(=O)c3c[nH]c4ccccc34)cc12	-0.4	-0.1
CC(NC(=O)COc1ccccc1)C(=O)N1CCN(c2ccccc2)CC1 (stereo not given)	/	-0.1
COc1ccc(NC(=S)NNC(=O)Cn2nc(C(F)F)cc2C(F)F)cc1	-0.13	0.7
CC(=O)NC(Cc1ccc(C(C)C)cc1)C(=O)NC1CCN(c2nc(C)cc(C)n2)CC1 (stereo not given)	1.7	0.0
CCc1ccc(C(=O)COC(=O)CCc2nc3ccccc3c(=O)[nH]2)cc1	-0.42	-2.9
CSCCCN1CC[C@@H](N2CCN(c3ccccc3F)CC2)[C@H](O)C1	-0.1	-0.7
COc1ccc(NS(=O)(=O)c2cccc(C(=O)NNC(=O)COc3ccccc3)c2)cc1	-1.4	-1.9
CC(=O)c1cc(N2CCOCC2)ccc1[N+](=O)[O-]	-0.02	/
O=C(O)c1cccc(CSc2nnc(-c3cccnc3)o2)c1	-0.08	/
CCCc1nnc(SCC(=O)Nc2nccs2)o1	-0.17	0.8
CC(C)(C)c1ccc(S(=O)(=O)NCC(=O)N2CCN(C(=O)c3ccco3)CC2)cc1	-0.56	0.1
Nc1nonc1C(=O)NCCNc1ccc([N+](=O)[O-])cn1	1.1	-0.9
O=C(c1ccc(N2CN(C(=O)c3ccco3)c3nc4ccccc4nc32)cc1)N1CCOCC1	-2	-0.7
COCCNC(=O)C(c1ccc(Cl)cc1)N(CCOC)C(=O)CCC(=O)Nc1nccs1 (stereo not given)	0.34	0.2
OCCNC(=S)Nc1ccc(Cl)c(Cl)c1	-0.02	-2.1
COc1ccc(C(=O)CSc2nnc(-c3ccco3)n2CC2CCCO2)cc1 (stereo not given)	-1.4	-1.9
COc1ccc2sc(C)[n+](C)c2c1	0.02	-2.7
Cn1cccc1C(C#N)(CC#N)c1cccc(F)c1C#N (stereo not given)	-2	-0.4
Cn1nc(-c2ccc3c(c2)OCCO3)c2ccccc2c1=O	0.05	-2.3
CCOCCc1c(O)nc(SCC(=O)NCc2ccco2)[nH]c1=O	-2.1	-4.4
Cc1cc(=O)[nH]c(SCC(=O)Nc2nc(-c3ccccc3)c(-c3ccccc3)o2)n1	0.2	-0.2
CCN(CC(=O)Nc1ccc(OC)cc1)C(=O)c1cc2c(s1)CCCCC2	-0.36	0.5
COC(=O)c1ccc(NC(=O)CSc2nnnn2C2CCCCC2)cc1	0.08	-1.4
COC(=O)CCC/C=C1/SCC(NC(=O)c2ccccc2)C1=O (stereo not given)	-1.6	0.0
Cc1cc(C)n2nc(C(=O)OCC(=O)N(C)C3CCS(=O)(=O)C3)nc2n1 (stereo not given)	/	-0.3
Cc1ccc(C(=O)Nc2nc(-c3cccnc3)cs2)o1	0.57	4.2
CC1(C)N=C(c2ccccn2)C(C)(C)N1O	1.1	1.4

Of the compounds above, these have a Cl atom:
SMILES	Kir21 inh	STK33 kinase inh
CCC(C)Oc1cc(-c2ccnc(Nc3cccc(Cl)c3)n2)ccn1 (stereo not given)	0.47	-0.6
CCOC(=O)N1CCC(NC(=O)c2ccc(CS(=O)(=O)c3c(Cl)cccc3Cl)o2)CC1	1.4	-1.7
COCCNC(=O)C(c1ccc(Cl)cc1)N(CCOC)C(=O)CCC(=O)Nc1nccs1 (stereo not given)	0.34	0.2
OCCNC(=S)Nc1ccc(Cl)c(Cl)c1	-0.02	-2.1

More records
SMILES	Kir21 inh	STK33 kinase inh
O=C(NN=Cc1ccc(O)cc1)c1ccccc1NS(=O)(=O)c1cccs1	/	-1.1
NC(=O)c1ccsc1NC(=O)COc1ccccc1	-1	-0.7
Cc1cccn2c(=O)c(/C=C(\C#N)C(=O)NC3CCS(=O)(=O)C3)c(N3CCC(C(N)=O)CC3)nc12 (stereo not given)	0.14	-1.3
Cc1ccc(-c2cc(C(=O)N3CCN(C4CCS(=O)(=O)C4)CC3)c3ccccc3n2)cc1 (stereo not given)	/	0.4
CC(=O)c1ccc(NC(=O)c2ccc3nc(C)sc3c2)cc1	0.58	-1.3
CCCCc1cc(=O)oc2cc(C)cc(OC(C)C(=O)NCc3ccncc3)c12 (stereo not given)	0.03	-2.7
CCC1(c2ccccc2)NC(=O)N(CC(=O)Nc2cc(S(=O)(=O)N3CCCCC3)ccc2N(C)C)C1=O (stereo not given)	0	-0.7
CCOc1cc(S(=O)(=O)N2CCCCCC2)ccc1F	0.64	-0.9
CCc1ccc(OCCNC(=O)c2cccs2)cc1	0.24	-0.5
O=c1oc2ccccc2cc1-c1nc2ccccc2o1	0.31	-2.1
C[C@@H](OC(=O)N1CCCCC1)[C@H]1O[C@]2(C)CCCC[C@H]1O2	/	-0.9
CN1CCC(=NNC(=O)CN(c2ccccc2)S(=O)(=O)c2ccccc2)CC1	1.1	-0.6
Cc1ccc2[nH]ccc(=O)c2c1	-0.59	1.5
N#Cc1cccc(C(=O)OCC(=O)NC(=O)NC2CCCCC2)c1	0.33	-0.5
O=C(CSc1nc2ccccc2c(=O)n1Cc1ccco1)NCc1ccco1	-1.1	0.2
CC(C)N(C(=O)CSc1nc2ccccc2n1-c1ccccc1)C(C)C	0.05	-0.8
COc1ccc(NC(=O)c2cc(-c3ccco3)on2)cc1OC	-0.39	-1.2
Cc1ccc(S(=O)(=O)NCC(=O)OCC(=O)c2c(N)n(C)c(=O)n(C)c2=O)cc1	1.4	-1.7
COc1ccc(Cc2nc(-c3cccs3)no2)cc1	0.04	0.4
COc1ccc(N(CC(=O)NCc2ccco2)C(=O)CNS(=O)(=O)c2ccc(Cl)cc2)cc1	1.2	-1.0
Cc1cccc(NC(=O)CN2C(=O)N/C(=C\c3ccc(N4CCOCC4)cc3)C2=O)c1	1.1	-2.3
CC(=O)N1c2ccc(S(=O)(=O)NCCC(=O)Nc3ccc(C)c(F)c3)cc2CC1C (stereo not given)	-1.2	1.3
O=C(N/N=C/c1sc(N2CCOCC2)nc1-c1ccccc1)c1cccc(S(=O)(=O)N2CCCC2)c1	-0.5	/
O=C1NC2NC(=O)N(C(Cc3ccccc3)C(=O)O)C2N1 (stereo not given)	0.42	-1.4
O=C(O)C1CCN(C(=O)CCN2C(=O)S/C(=C\c3ccccc3)C2=O)CC1	3.1	-1.4
O=C1NCCN1C(=O)c1ccco1	-0.15	-0.4
COC(=O)c1ccccc1NC(=O)c1ccc2c(c1)CC(C)O2 (stereo not given)	0.35	-1.5
COc1ccccc1C1CCCN1Cc1nc(-c2cc3c(cc2Cl)OCO3)oc1C (stereo not given)	-2.5	-0.8
COCCNC(=O)CN(CC1CCCO1)C(=O)CCC(=O)Nc1ccccn1 (stereo not given)	0.69	0.1
CSCCC1NC(=O)N(C(C)C(=O)Nc2cc(Cl)cc(Cl)c2)C1=O (stereo not given)	-1.6	0.1

7 compounds out of the list above, sorted by their value in STK33 kinase inh, descending.
SMILES	Kir21 inh	STK33 kinase inh
CC(=O)N1c2ccc(S(=O)(=O)NCCC(=O)Nc3ccc(C)c(F)c3)cc2CC1C (stereo not given)	-1.2	1.3
COc1ccc(Cc2nc(-c3cccs3)no2)cc1	0.04	0.4
CSCCC1NC(=O)N(C(C)C(=O)Nc2cc(Cl)cc(Cl)c2)C1=O (stereo not given)	-1.6	0.1
O=C1NCCN1C(=O)c1ccco1	-0.15	-0.4
CC(C)N(C(=O)CSc1nc2ccccc2n1-c1ccccc1)C(C)C	0.05	-0.8
COc1ccc(NC(=O)c2cc(-c3ccco3)on2)cc1OC	-0.39	-1.2
COC(=O)c1ccccc1NC(=O)c1ccc2c(c1)CC(C)O2 (stereo not given)	0.35	-1.5

Further structures follow.
SMILES	Kir21 inh	STK33 kinase inh
CC12CCC(=O)N1C(C(=O)N1CCN(c3cccc(Cl)c3)CC1)CS2 (stereo not given)	/	-2.4
O=C(O)CCc1nn2cc(-c3ccccc3)nc2[nH]c1=O	2.5	-1.1
C/C(=N\Nc1ccc(Cl)cc1)c1ccncc1	0.51	-1.8
O=C(CCN1C(=O)[C@@H]2Cc3ccccc3CN2C1=O)NCc1ccccc1	0.07	-1.1
COc1cc(C(=O)NC(=S)NNC(=O)c2cnccn2)cc(OC)c1OC	-0.32	-0.8
CN(CC(=O)N1CCN(c2ccc(F)cc2)CC1)S(=O)(=O)c1ccc(F)cc1	-0.1	-0.1
CCOC(=O)c1nc(-c2ccc(OC)c(OC)c2)no1	-1.9	0.2
CCc1c(O)nc(SCC(=O)Nc2ccccc2C)[nH]c1=O	0.6	0.2
CCN(CC)C(=O)c1sc(NC(=O)c2ccc3c(c2)OCO3)c(C#N)c1C	0.02	-1.4
CC(=O)c1cccc(N2C(=O)CC(N3CCN(S(=O)(=O)c4ccc(Cl)cc4)CC3)C2=O)c1 (stereo not given)	/	-0.8
OCC[C@H]1C[C@@H](O)[C@H](O)[C@]2(Cc3ccccc3CO2)O1	/	0.5
CC1CCCC(NC(=O)CCn2c(=O)oc3ccccc32)C1C (stereo not given)	0.01	-0.8
CC(=O)/C(=N\Nc1cccc(Cl)c1)Sc1nnc(-c2ccccc2)n1-c1ccccc1	0.61	-1.8
COc1ccc2c(Cl)c(-c3nnco3)sc2c1	-0.81	-1.6
CN1CCN(/C(=N\O)c2nonc2N)CC1	-0.07	1.0
COc1ccc(NC(=O)CC2Nc3cccc4cccc(c34)NC2=O)cc1 (stereo not given)	-0.37	0.5
CCCCNc1nc2c(c(=O)n(C)c(=O)n2C)n1CCC	0.07	1.4
CCNC(=O)CCC(=O)Nc1cc(Cl)ccc1C	-0.65	-3.3
CC(C)c1c(C(=O)N/N=C/c2cccc(OCc3ccccc3)c2)nnn1-c1nonc1N	-0.67	-0.7
COC(=O)Cc1c(C)nc2nc(-c3ccc(Cl)cc3)[nH]n2c1=O	0.63	1.5
O=S(=O)(c1ccc2ccccc2c1)N1CCN=C1SCc1cccnc1	-5*	-0.4
CC(=O)c1cccc(NC(=O)c2cc(-c3ccco3)nc3ccccc23)c1	0.02	4.2
COc1ccc(Br)cc1CN1CCN(C(=O)c2ccco2)CC1	-0.32	-0.8
CCOC(=O)n1c(=O)n(C)c2ccc(Br)cc21	-0.06	0.7
CCn1c(NC(=O)c2ccccc2F)c(-c2cccs2)c(=O)c2ccccc21	-0.78	-0.5
COc1cccc(/C=N/NC(=O)c2oc3nc(-c4ccccc4)cc(-c4ccco4)c3c2N)c1	-1.2	-0.2
COC(=O)c1ccc(C(=O)N2CCCC(CNC(=O)c3ccc(F)cc3)C2)cc1 (stereo not given)	-2	1.6
CC1CN(S(=O)(=O)c2ccc(NC(=O)c3cc(-c4ccccc4O)n[nH]3)cc2)CC(C)O1 (stereo not given)	0.05	-0.3
COc1ccc(-c2nn3cnnc3s2)cc1OC	0.35	-0.9
COCCOC(=O)c1c(C)oc2ccc(OCC=C(C)C)cc12	0.31	-0.6
Cn1c(=O)c2[nH]c(-c3ccccc3O)nc2n(C)c1=O	1.6	-1.5
Cc1ccc(NC(=O)c2cc(S(=O)(=O)N3CCCC3)c[nH]2)c(C)c1	0.78	-0.2
COc1ccccc1C(=O)NNC(=O)c1ccc(Br)o1	0.02	-1.7
CCN(CC)S(=O)(=O)c1ccc(S(=O)(=O)N2CCCC(C(=O)NC3CC3)C2)cc1 (stereo not given)	1.8	-1.1
O=C(NCCO)C1(c2ccccc2)CCCC1	0.14	-0.5
CC1=NC(C(F)(F)F)(C(F)(F)F)C2=C(CC(C)(C)CC2=O)N1Cc1ccco1	-0.81	-0.8
O=C(CSc1nnc(Cc2cc(=O)[nH]c(=O)[nH]2)n1-c1ccccc1)N1CCCc2ccccc21	/	0.3
